# High-throughput results deposited in PubChem by several laboratories.
# MC4R ag barr: MC4R agonists recruiting beta-arrestin, primary screen, cell-based, luminescence, agonist arm of biased-ligand search. activation, % at 8.9 µM. U2OS MC4R beta-arrestin complementation; percent of melanotan II response, DMSO zero. actives 0.98% (n = 360,000);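 active means activation above a per-plate cutoff, the mean activation of sample wells on that plate plus 3 SD, cut at about 8% in these data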
# MC4R antag cAMP: MC4R antagonists of cAMP signaling, primary screen, cell-based, TR-FRET, antagonist arm of biased-ligand search; AID 540295, 2011; actives 0.48% (n = 360,000); Melanocortin receptor 4 (Homo sapiens), P32245; MC4R-expressing cells, MTII-stimulated cAMP, LANCE TR-FRET; inhibition, % at 6.5 µM;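 active means inhibition above its plate's cutoff, the mean of tested wells on that plate plus 3 SD, cut at about 29% in these data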;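 further: 0% = Melanotan II alone and 100% = Melanotan II plus saturating MCL0020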
#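 System: U2OS-MC4R stable cell line; Technique: Eu-cAMP/anti-cAMP TR-FRET, emission 671 nm; Repeats: single well per compound; Also added: Melanotan II; Dosing: one concentration, 6.5 µM nominal; Schedule: 30-min compound, 1-h challenge, 1-h detection, room temperature.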
# Glyco luc inh: increase of ERlucT glycosylation luciferase signal, primary screen, N-linked glycosylation inhibitor project, D54 ERlucT cells, luminescence, set 2. reporter increase, % at 12.5 µM. AID 588692, 2011. D54 ERlucT glycosylation luciferase reporter, 24 h; percent of 100 nM tunicamycin response. actives 0.23% (n = 360,000);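 active means mean luciferase reporter signal, scaled so untreated is 0 and the glycosylation-blocking control 100, at or above a set limit in every replicate; inconclusive means mean reaches the limit but not every replicate does; inactive means mean below the limit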;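 further: luciferase carries N-glycosylation sites so blocking glycosylation raises the light; 0% = median of neutral control wells and 100% = median of 100 nM tunicamycin wells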
# ABCB6 inh 2: ABCB6 transporter inhibitors, primary screen, K562-ABCB6 cells, flow cytometry, MLPCN library. ATP-binding cassette sub-family B member 6 (Homo sapiens), Q9NP58. K562-ABCB6 porphyrin accumulation, 1 h; hits give low values. fluorescence ratio to DMSO, % at 10 µM. actives 0.19% (n = 360,000). AID 602162, 2011;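 active means fluorescence ratio to DMSO below 75%, the collection mean minus 3 SD; inconclusive means too few cells collected in the well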;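 further: signal is porphyrin accumulated inside mitochondria; 100% equals median channel fluorescence of DMSO control wells; lower ratio means ABCB6 inhibition with less porphyrin fluorescence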
# Target sequence (Q9NP58 whole entry, looked up): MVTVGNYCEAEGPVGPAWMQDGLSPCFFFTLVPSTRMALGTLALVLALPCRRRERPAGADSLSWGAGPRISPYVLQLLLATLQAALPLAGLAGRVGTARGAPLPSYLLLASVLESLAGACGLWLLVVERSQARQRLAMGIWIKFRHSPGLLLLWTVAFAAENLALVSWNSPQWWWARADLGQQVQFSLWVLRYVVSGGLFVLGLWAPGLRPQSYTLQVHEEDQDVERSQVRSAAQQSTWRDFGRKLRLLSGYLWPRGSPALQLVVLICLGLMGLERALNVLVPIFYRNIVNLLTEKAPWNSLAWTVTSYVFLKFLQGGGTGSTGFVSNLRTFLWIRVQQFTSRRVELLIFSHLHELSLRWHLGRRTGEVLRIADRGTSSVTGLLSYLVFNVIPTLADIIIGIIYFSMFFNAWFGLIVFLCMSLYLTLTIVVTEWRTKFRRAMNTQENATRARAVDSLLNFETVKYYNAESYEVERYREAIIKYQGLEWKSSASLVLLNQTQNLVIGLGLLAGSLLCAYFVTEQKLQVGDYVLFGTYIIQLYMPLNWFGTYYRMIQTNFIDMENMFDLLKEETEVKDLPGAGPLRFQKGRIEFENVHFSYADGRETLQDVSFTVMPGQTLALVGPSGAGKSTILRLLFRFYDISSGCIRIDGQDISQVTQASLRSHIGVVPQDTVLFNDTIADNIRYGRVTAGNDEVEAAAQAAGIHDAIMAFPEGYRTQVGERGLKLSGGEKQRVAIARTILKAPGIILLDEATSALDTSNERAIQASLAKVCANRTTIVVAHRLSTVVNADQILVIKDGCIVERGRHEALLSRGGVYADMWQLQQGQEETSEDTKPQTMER
# m5-HT2A agonist: mouse Htr2a agonists via beta-arrestin recruitment, primary screen, cell-based, luminescence. 5-hydroxytryptamine receptor 2A (Mus musculus), P35363. CHO-K1 mHTR2A beta-arrestin complementation; percent of 30 µM serotonin response. activation, % at 7.6 µM. actives 0.66% (n = 360,000);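 active means activation above a run cutoff, the mean activation of all tested compounds plus 3 SD, cut at about 14% in these data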;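 further: 0% = plate median of compound wells and 100% = 30 µM serotonin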
# PDI inh: inhibitors of human PDI, primary screen, biochemical, turbidity, single point, plate reader | Protein disulfide-isomerase (Homo sapiens), P07237 | inhibition, % at 10 µM | actives 0.052% (n = 350,000) | PDI insulin aggregation turbidity, A650, 90 min;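 active means mean inhibition across replicates of 30% or more, whatever share of single replicates reach that level; inconclusive means mean inhibition below 30% while every single replicate reaches 30%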;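 further: absorbance from insulin aggregation driven by PDI reduction with DTT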
# aDG glyco act: activators of alpha-DG glycosylation, primary screen, uHTS, Pro5-aDG cells, AlphaScreen; alpha-DG glycosylation AlphaScreen (IIH6); 0% Pro5, 100% B10-LARGE cell signal; activation, % at 10 µM; actives 0.22% (n = 360,000);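 active means activation of at least 8% versus controls, or a plate z-score of at least 8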;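 further: Pro5 are CHO cells carrying HIG-tagged alpha-DG that lacks glycosylation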
# CaV13 ICDI inh: Primary screen for inhibitors of IQ motif and Ca2+-dependent inactivation inhibitor domain binding in CACNA1D, Förster resonance energy transfer in living cells, …; HEK cells, CFP/YFP FRET ICDI-IQ, plate reader, 10 min; percent FRET-ratio fall versus neutral wells; inhibition, % at 12.3 µM; actives 0.098% (n = 340,000);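 active means mean replicate inhibition of at least 30% and at least 1% of replicates passing that level; inconclusive means only one of the two criteria is met; inactive means neither criterion is met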;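 further: 0% = median of the neutral control wells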
# Vif inh: HIV Vif self-association inhibitors, primary screen, imaging, HEK293T, single point; AID 602346, 2012; inhibition, % at 7.49 µM; HEK293T cells, Vif self-association by quenched fluorescence, 24 h; actives 0.35% (n = 340,000); in the data active means inhibition above about 50%, passing the limit was not always enough; inconclusive means no clear call, values can overlap the other calls; inactive means below about 31%; further: some results filed as inactive read as strong as hits
# Cardio protect: cardioprotection against H2O2-induced cell death, primary screen, uHTS, H9c2 cells, ATPLite luminescence. H9c2 cardiomyocytes, H2O2 injury protection, 2 h. protection from H2O2 cell death, % at 20 µM. actives 0.63% (n = 360,000). AID 588492, 2011;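 active means compounds giving at least 50% protection of heart cells from peroxide-induced death in the single-dose screen, raw or plate-pattern-corrected value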;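 further: 0% = DMSO wells with peroxide and 100% = DMSO wells without peroxide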
# Starred values were filed as active, the others as inactive; ? = inconclusive; nt = no result given.
[1] C#CCNC(=O)C1=C[C@@H](c2ccc(Br)cc2)[C@H](CCCO)[C@@H](OCC)O1
[2] CCCCC(=O)NC(c1ccc(Cl)cc1)c1ccc2cccnc2c1O (stereo not drawn)
[3] N#C/C(=C\c1ccc(OCc2ccccc2)cc1)C(N)=O
[4] COc1cc2cc3c(N)c(C(=O)NCc4ccco4)sc3nc2cc1OC
[5] COc1c(O)ccc(C2NC(=O)NC(C)=C2C(=O)Nc2ccccc2C)c1[N+](=O)[O-] (stereo not drawn)
[6] Cc1cccc(OCC(=O)Nc2cc(NC(=O)COc3cccc(C)c3C)cc(C(=O)O)c2)c1C
[7] COc1ccc(S(=O)(=O)N(CC(=O)NCc2ccccn2)c2ccc(Cl)cc2)cc1
[8] Cc1ccc(NC(=O)c2c(F)cccc2Cl)cc1NS(C)(=O)=O

compound no.	1	2	3	4	5	6	7	8
MC4R ag barr	-1.6	-2.6	0.0	-0.4	-1.0	-1.0	0.4	-2.7
MC4R antag cAMP	11	3	11	3	15	15	15	15
Glyco luc inh	7	-13	2	6	0	2	1	4
ABCB6 inh 2	103	96	90	120	97	100	100	97
m5-HT2A agonist	7	2	-4	0	1	1	4	3
PDI inh	6	7	-3	-7	8	14	5	-2
aDG glyco act	0.0	0.1	-0.5	0.3	0.6	0.0	0.1	-0.1
CaV13 ICDI inh	-10	-4	1	nt	-7	-1	-5	-4
Vif inh	0	-9	-2	7	1	11	-1	?
Cardio protect	-3	32	-5	58*	0	9	-3	3

# 3 compounds from above, reduced to MC4R antag cAMP, aDG glyco act and PDI inh.
item | Compound | MC4R antag cAMP | aDG glyco act | PDI inh
3 | N#C/C(=C\c1ccc(OCc2ccccc2)cc1)C(N)=O | 11 | -0.5 | -3
4 | COc1cc2cc3c(N)c(C(=O)NCc4ccco4)sc3nc2cc1OC | 3 | 0.3 | -7
5 | COc1c(O)ccc(C2NC(=O)NC(C)=C2C(=O)Nc2ccccc2C)c1[N+](=O)[O-] (stereo not drawn) | 15 | 0.6 | 8

# Remaining list, next part.
[9] O=C(CNC(=O)c1ccc(Cl)cc1Cl)OCN1C(=O)c2ccccc2C1=O
[10] O=C(N/N=C/c1ccc(F)cc1)c1sccc1OCc1ccc(F)cc1
[11] CSC1=C(C#N)C(c2ccc(C)s2)CC(=O)N1 (stereo not drawn)
[12] Cc1ccc(-c2nc(CS(=O)CC(=O)NCc3ccc4c(c3)OCO4)c(C)o2)cc1 (stereo not drawn)
[13] COC1=C(Nc2ccccc2)C(=O)C(OC)=C(Nc2ccccc2)C1=O
[14] CCOC(=O)c1cnc2ccc(OC)cc2c1NCCN1CCOCC1
[15] O=C(CCC1=NS(=O)(=O)c2ccccc2N1)NC1CCCCCCC1
[16] NC(=O)CC(NC(=O)Cc1ccc(Br)cc1)c1ccc(NCCc2ccc(F)cc2)c([N+](=O)[O-])c1 (stereo not drawn)

compound no.	9	10	11	12	13	14	15	16
MC4R ag barr	-0.4	-1.4	-0.5	0.0	-0.3	0.2	2.9	-2.2
MC4R antag cAMP	13	-19	6	9	2	3	4	10
Glyco luc inh	1	?	1	3	2	7	0	3
ABCB6 inh 2	95	97	93	101	105	88	96	98
m5-HT2A agonist	-1	-6	-1	-8	5	-2	-5	-2
PDI inh	-3	1	1	nt	-9	-1	-2	2
aDG glyco act	-0.3	-0.1	-0.3	0.7	0.0	0.3	0.1	-0.1
CaV13 ICDI inh	-5	nt	-7	nt	-5	-19	-5	-4
Vif inh	11	nt	nt	nt	8	-8	-2	-11
Cardio protect	-1	2	3	-6	-3	-2	1	-9

[17] Cc1ccc(S(=O)(=O)N(C)c2ccc3sc(C)nc3c2)cc1
[18] COCCCNc1oc(-c2ccccc2Cl)nc1C#N
[19] C=CCOc1ccc(/C=N/NC(=O)C(C)Sc2ccccn2)cc1OC (stereo not drawn)
[20] COc1cccc(OC)c1C(=O)NC(=S)NNC(=O)[C@H]1C[C@@H]1c1ccccc1
[21] CNC(=O)c1cccc(N2CCCC2=O)c1
[22] COc1ccc(-c2nc(CSCC(=O)NC3CC3)c(C)o2)cc1OC
[23] O=C1CCCCN1CCc1c[nH]c2ccccc12
[24] CCN(CC)c1ccc(/C=N/N2CCN(Cc3ccccc3)CC2)cc1

compound no.	17	18	19	20	21	22	23	24
MC4R ag barr	-5.6	-2.9	-1.2	-1.7	-1.7	-2.0	0.9	0.2
MC4R antag cAMP	1	-4	12	9	-3	-1	11	-4
Glyco luc inh	12	-1	-1	2	0	3	1	-1
ABCB6 inh 2	97	100	94	100	94	99	104	96
m5-HT2A agonist	2	7	4	2	-1	9	8	-6
PDI inh	7	-11	-2	0	-11	9	3	0
aDG glyco act	-0.4	0.2	0.2	0.0	-0.3	0.0	-0.3	-0.6
CaV13 ICDI inh	-4	0	-5	7	-5	-2	-5	-19
Vif inh	1	13	1	6	nt	0	7	4
Cardio protect	10	-22	-4	-2	7	4	4	-4

[25] COC(=O)c1c(NC(=O)C2CCCCC2)sc2c1CC(C)(C)NC2(C)C
[26] COC(=O)c1cc(S(=O)(=O)N(C)Cc2ccco2)c[nH]1
[27] CN(C)CCCn1c(N)c(S(=O)(=O)c2ccccc2)c2nc3ccccc3nc21
[28] O=C(Nc1ccccc1N1CCOCC1)c1cccc(S(=O)(=O)N2CCOCC2)c1
[29] COc1cccc(-c2nn(-c3ccc(C)cc3)cc2C(=O)N2CCN(C3CCS(=O)(=O)C3)CC2)c1 (stereo not drawn)
[30] COc1ccc(CN2CC[C@H]3C=CC[C@@H](C(=O)N4CCOCC4)[C@H]3C2=O)cc1OC
[31] COc1cccc(NC(=O)CSc2nnc(-c3ccco3)c(-c3ccco3)n2)c1
[32] Clc1ccc(OCc2nn3c(C4CCCCC4)nnc3s2)c(Cl)c1

compound no.	25	26	27	28	29	30	31	32
MC4R ag barr	2.8	0.3	1.9	-1.7	-0.5	0.8	-1.1	-0.6
MC4R antag cAMP	-10	17	22	-4	0	7	1	2
Glyco luc inh	2	0	-4	4	1	0	4	-2
ABCB6 inh 2	94	95	105	101	96	83	76	92
m5-HT2A agonist	-8	-4	0	3	-1	-1	-1	3
PDI inh	2	-12	6	5	4	4	0	-4
aDG glyco act	3.7	-0.1	-0.1	0.7	-0.4	0.1	-0.1	2.6
CaV13 ICDI inh	-6	-14	-20	-7	-2	-8	-4	-6
Vif inh	-4	-6	-1	-5	0	-5	-7	-3
Cardio protect	3	-1	6	10	4	1	-1	-8

[33] Cc1ccc(NC(=O)COc2ccc(Br)cn2)cc1
[34] Cc1cc(C)n(Cc2nc3ccccc3n2C)n1
[35] CC(C)NC(=O)Nc1cccc2c1O[C@H](CN(C)C(=O)Nc1ccc(C(F)(F)F)cc1)[C@@H](C)CN([C@H](C)CO)C2=O
[36] COc1ccc(C(CNC(=O)Cc2ccccc2)N2CCCCC2)cc1 (stereo not drawn)
[37] COc1ccc(/C=C/C(=O)NCC(=O)N/N=C/c2cc(Br)ccc2OCc2ccccc2)cc1
[38] CCc1nc2oc3ccccc3c(=O)c2cc1C(=O)OC
[39] Cc1ccc(NC(=O)c2ncn(CCCN3CCN(c4ccccn4)CC3)n2)cc1C
[40] Cc1ccccc1C(=O)NC[C@@H]1CCCN2CCCC[C@H]12

compound no.	33	34	35	36	37	38	39	40
MC4R ag barr	-1.2	-1.8	-1.9	-0.6	-1.1	0.1	2.0	-1.4
MC4R antag cAMP	6	7	18	1	-7	-5	-1	0
Glyco luc inh	1	0	3	2	0	3	0	2
ABCB6 inh 2	98	110	103	98	89	104	100	95
m5-HT2A agonist	3	0	2	-7	2	1	1	-3
PDI inh	6	-7	-9	17	-3	-4	-5	14
aDG glyco act	-0.1	-0.1	0.1	-0.1	-0.1	0.1	-0.1	-0.2
CaV13 ICDI inh	-7	-4	-5	-4	-1	-5	-7	-19
Vif inh	3	1	23	11	-5	-5	3	0
Cardio protect	-4	-8	4	7	-6	-1	4	-2

[41] C=CCN(CC=C)Cc1cc(=O)oc2cc(OC)c(Cl)cc12
[42] Cc1cc(C(=O)N2CCC2(C)C(=O)NS(=O)(=O)c2cccc(OC(F)F)c2)nn1C (stereo not drawn)
[43] CC(=O)Nc1ccc(-c2csc(NC(=O)C3CCN(S(=O)(=O)c4cccs4)CC3)n2)cc1
[44] O=C(COc1ccc(/C=N/NC(=O)c2ccccc2O)cc1)Nc1ccc([N+](=O)[O-])cc1
[45] O=C(Nc1ccc(F)cc1F)N1CCCCC1c1cccnc1 (stereo not drawn)
[46] O=C(Cn1ccc(NC(=O)OCc2ccccc2)nc1=O)NCc1ccc2[nH]ccc2c1
[47] CCOC(=O)c1cnn2c1[nH]c(=O)c1ccccc12
[48] Nc1nc(CSC(=S)N2CCN(c3ccccc3)CC2)nc(Nc2ccccc2)n1

compound no.	41	42	43	44	45	46	47	48
MC4R ag barr	nt	2.3	1.6	0.3	-1.2	-0.1	-0.6	-1.0
MC4R antag cAMP	nt	14	2	8	6	10	10	-9
Glyco luc inh	-2	1	-1	3	1	2	0	-6
ABCB6 inh 2	97	99	98	95	102	95	108	84
m5-HT2A agonist	1	5	6	-3	-2	0	3	-5
PDI inh	nt	-8	-3	4	3	-4	5	0
aDG glyco act	-0.2	-0.4	0.1	0.0	-0.2	0.1	0.3	1.9
CaV13 ICDI inh	-5	-6	-6	-5	-5	-4	nt	-5
Vif inh	nt	3	-8	6	17	-4	7	-6
Cardio protect	-3	2	4	8	2	3	8	-12

[49] CC(=NNC(=O)c1cccc(S(=O)(=O)N2CCCC2)c1)c1ccccc1
[50] COc1ccc(OCC(=O)Nc2nccs2)cc1
[51] COc1ccc(CN2CCN(C(=O)c3cccc(OC)c3OC)CC2)cc1OC
[52] Cn1c(SCc2nc(-c3ccc(Cl)cc3)no2)nnc1-c1ccccc1

compound no.	49	50	51	52
MC4R ag barr	0.0	-2.4	-2.2	-3.1
MC4R antag cAMP	0	-10	-4	6
Glyco luc inh	3	-15	3	5
ABCB6 inh 2	94	105	98	96
m5-HT2A agonist	-1	6	-2	6
PDI inh	0	-2	-4	-4
aDG glyco act	0.0	0.0	0.3	-0.1
CaV13 ICDI inh	-6	2	-2	-7
Vif inh	14	11	1	-6
Cardio protect	3	-16	2	-8
